# From PubChem
# G9a inh: inhibitors of human histone lysine methyltransferase G9a | Q96KQ7 | G9a H3K9 monomethylation, AlphaScreen, 2 h | Potency, µM (highest dose often 102 µM), for inactives: at the highest dose activity, negative = inhibition, usual class: inhibitors | 350,000 tested, 8.8% active | AID 504332; note: % is set by controls: 0 for no effect and ±100 for the full control effect; nearly all actives have a fitted effect of over 75% in size
# Target sequence (Q96KQ7 913-1193 limits assumed): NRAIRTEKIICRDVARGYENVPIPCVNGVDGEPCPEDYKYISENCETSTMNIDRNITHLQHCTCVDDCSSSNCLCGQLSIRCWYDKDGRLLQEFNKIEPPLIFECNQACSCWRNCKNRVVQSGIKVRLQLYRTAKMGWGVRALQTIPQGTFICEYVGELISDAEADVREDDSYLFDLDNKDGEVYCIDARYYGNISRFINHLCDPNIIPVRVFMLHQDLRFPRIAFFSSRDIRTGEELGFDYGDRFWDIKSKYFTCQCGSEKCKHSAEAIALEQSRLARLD
#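 AlphaScreen detection with an anti-monomethyl H3K9 antibody quantified product after a 2 h room-temperature reaction containing 500 nM biotinylated H3K9 peptide, 20 µM SAM and 20 nM enzyme, which had been preincubated 15 min with compound.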
# POLH inh: inhibitors of human DNA polymerase eta | Q9Y253 | recombinant Pol eta, fluorescent DNA replication assay | Potency, µM (series often up to 114 µM), for the others: top-dose activity change, negative = inhibition, hits mostly inhibitors | 390,000 tested, 1.2% active | AID 588591; note: % is set by controls: 0 for no effect and ±100 for the full control effect
#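 Pol eta at 10 nM preincubated with compounds 15 min at room temperature; reaction started with fluorescent substrate (50 nM final) and read kinetically at 0 and 10 min.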
# POLK inh: DNA polymerase kappa (human) inhibition. Q9UBT6. purified Pol kappa, fluorescent DNA synthesis assay, 10 min. Potency, µM (titrated, usually from 107 µM), without a hit: at the highest dose activity, negative = inhibition, most hits filed as inhibitors. 400,000 tested, 0.53% active; note: % is set by controls: 0 for no effect and ±100 for the full control effect
# Target sequence (Q9UBT6 whole entry, looked up): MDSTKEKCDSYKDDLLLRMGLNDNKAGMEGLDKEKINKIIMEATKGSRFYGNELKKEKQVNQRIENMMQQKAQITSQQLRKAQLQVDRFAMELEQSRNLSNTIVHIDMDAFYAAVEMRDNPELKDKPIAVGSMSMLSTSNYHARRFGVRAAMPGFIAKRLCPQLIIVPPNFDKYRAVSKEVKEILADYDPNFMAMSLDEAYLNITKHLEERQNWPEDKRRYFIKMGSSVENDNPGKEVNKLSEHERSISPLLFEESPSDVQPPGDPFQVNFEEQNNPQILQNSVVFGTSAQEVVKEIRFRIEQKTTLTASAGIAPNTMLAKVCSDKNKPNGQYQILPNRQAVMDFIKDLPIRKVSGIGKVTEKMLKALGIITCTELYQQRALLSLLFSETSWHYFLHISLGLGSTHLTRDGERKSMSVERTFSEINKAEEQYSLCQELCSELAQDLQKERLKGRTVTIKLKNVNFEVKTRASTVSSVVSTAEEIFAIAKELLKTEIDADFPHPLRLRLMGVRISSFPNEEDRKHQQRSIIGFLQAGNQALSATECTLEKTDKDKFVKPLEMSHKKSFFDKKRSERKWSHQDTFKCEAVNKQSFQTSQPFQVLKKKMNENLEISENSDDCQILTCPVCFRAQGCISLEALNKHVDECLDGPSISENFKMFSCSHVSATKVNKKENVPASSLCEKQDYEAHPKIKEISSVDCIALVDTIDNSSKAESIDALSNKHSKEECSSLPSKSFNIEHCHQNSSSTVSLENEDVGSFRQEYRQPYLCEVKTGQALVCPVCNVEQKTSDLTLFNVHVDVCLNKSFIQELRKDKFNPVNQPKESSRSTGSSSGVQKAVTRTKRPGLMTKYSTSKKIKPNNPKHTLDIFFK
#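 Pol kappa 10 nM + cpd, 15 min RT; start w/ substrate 50 nM final; fluorescence kinetic read, 0 and 10 min. Neg ctrl: buffer, no enzyme.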
# Pol iota inh: blocks human DNA polymerase iota activity; Potency, µM (doses to about 115 µM), inactives show at the highest dose activity, negative = inhibition, hits mostly inhibitors; Pol iota fluorescent replication assay, 10 min; 390,000 tested, 1% active
#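 Pol iota at 10 nM preincubated 15 min with compounds at room temperature; reaction started with fluorescent substrate, 50 nM final. Fluorescence read kinetically at 0 and 10 min; buffer-only wells as negative control.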
# JMJD2A Tudor: blocks the human JMJD2A Tudor domain. AlphaScreen JMJD2A-Tudor / H3K4me3 peptide binding. O75164. Potency, µM (titrated, usually from 114 µM), for inactives: top-dose activity change, negative = inhibition, most hits filed as inhibitors. 390,000 tested, 4.4% active; note: % is set by controls: 0 for no effect and ±100 for the full control effect; nearly all actives have a fitted effect of over 50% in size
# APEX1 inh: APE1 (human) endonuclease inhibition. recombinant APE1, TAMRA/BHQ-2 abasic DNA cleavage fluorescence. 350,000 tested, 0.35% active. P27695. AID 2517. Potency, µM (highest dose often 65.8 µM), for the others: at the highest dose activity change, negative = inhibition, most hits filed as inhibitors;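 note: plate controls were vehicle for no effect and reference inhibitor for full effect; nearly all actives have a fitted effect of over 55% in size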
#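 Endonuclease cleavage of a quenched abasic-site DNA duplex (50 nM) by APE1 (0.75 nM) was tracked by TAMRA dequenching. Compounds were preincubated with enzyme 15 min at room temperature; data normalized to buffer-only and DMSO wells plus NSC13755 control.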
# BLM helicase inh: inhibitors of human Bloom syndrome helicase BLM. Potency, µM (series often up to 56.1 µM), for the others: at the highest dose activity change, negative = inhibition, usual class: inhibitors. recombinant BLM DNA unwinding, fluorescence dequenching. 350,000 tested, 0.2% active. P54132;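 note: plate controls were vehicle for no effect and no enzyme for full effect; nearly all actives have a fitted effect of over 35% in size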
# POLB inh: inhibitors of human DNA polymerase beta. 340,000 tested, 1.3% active. Pol beta primer extension/strand displacement, fluorescence kinetic. P06746. AID 485314. Potency, µM (titrated, usually from 114 µM), without a hit: top-dose activity change, negative = inhibition, hits mostly inhibitors; note: % is set by controls: 0 for no effect and ±100 for the full control effect
#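 Human Pol beta at 10 nM; strand-displacement substrate 50 nM final. Compound exposure 15 min at room temperature before start, reaction 10 min at room temperature.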
# BAZ2B block: BAZ2B (human) inhibition; AlphaScreen BAZ2B-H3K14Ac peptide displacement; Q9UIF8; AID 504333; Potency, µM (series often up to 114 µM), inactives show at the top dose activity change, negative = inhibition, actives largely listed as inhibitors; 360,000 tested, 4.4% active; note: % is set by controls: 0 for no effect and ±100 for the full control effect; nearly all actives have a fitted effect of over 60% in size
#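 Multi-concentration screen (max 110 uM) measuring displacement of acetylated histone H3 peptide from BAZ2B by AlphaScreen, using 50 nM protein, 50 nM peptide and 10 ug/mL streptavidin donor plus Ni-chelate acceptor beads.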
# An asterisk follows results filed as active; ? = inconclusive; nt = no result given; [ ] = another dose, or the depositor's remark. Calls come from the whole dose curve; as a rule, active = well fitted curve in the direction sought with a large enough effect; inconclusive = small, poorly fitted or top-dose-only effect, or another doubt; inactive = no such curve, though single readings can be large; an effect the other way counts as inactive or inconclusive. Potency is the fitted concentration of half-maximal effect. The list is partial; the hit share may differ from the screen's.
# Values run as follows: G9a inh	POLH inh	POLK inh	Pol iota inh	JMJD2A Tudor	APEX1 inh	BLM helicase inh	POLB inh	BAZ2B block
1: CCOc1ccccc1CN1CCN(Cc2ccc(C)o2)CC1CCO (stereo not given)
  -12%[0.501 µM]	-7%	16%	25%	-4%	1%	2%	-2%	-1%
2: CCC(CC)NC(=O)C1CCN(S(=O)(=O)c2cccs2)CC1
  -28%[59 µM]	-15%	-1%	12%	-8%	?	1%	0%	-7%
3: Cc1c(C(=O)OCC(=O)N2CCCC2)cccc1[N+](=O)[O-]
  19%	-12%	-3%	9%	-11%	52%[activator]	-3%	-3%	-19%
4: CCS(=O)(=O)N1CCc2cc(C(=O)NCc3ccccc3)ccc21
  -36%[59 µM]	-4%	-5%	1%	-13%	nt	2%	0%	-9%
5: Cc1cc(C)c(Cn2c3ccccc3c3cnn(CC(=O)NCCc4ccccc4)c(=O)c32)c(C)c1
  28%[59 µM]	-20%	-1%	-8%	9%	nt	-2%	2%	-3%
6: O=c1c(Cc2ccc(Cl)cc2)c(O)ccn1Cc1ccncc1
  3%	-14%	4%	16%	-2%	-1%	9%	1%	2%
7: CCN(CC)c1ccc(CC(=O)NC(C)Cc2ccccc2)cc1 (stereo not given)
  -24%[59 µM]	-8%	-3%	?	-19%	3%	-1%	2%	?
8: COc1ccc(-c2nnc(SCC(=O)Nc3ccc(Cl)cc3)s2)cc1
  2%[59 µM]	-7%	2%[60.1 µM]	0%	5%	nt	-6%	?	11%
9: Cc1cccn2cc(-c3cccc(S(=O)(=O)N4CCCCC4)c3)nc12
  -7%	-12%	-7%	1%	-22%	23%	-11%	19%	5%
10: CC(OC(=O)c1cc(S(=O)(=O)N2CCOCC2)ccc1F)C(=O)NCc1ccc2c(c1)OCO2 (stereo not given)
  ?	-9%	-7%	15%	-3%	-2%	nt	nt	-6%
11: O=C(NN1C(=O)C2C3CCC(O3)C2C1=O)c1ccc(Cl)cc1 (stereo not given)
  15%[59 µM]	-13%	-13%	183%[activator]	-5%	3%	1%	89%	9%
12: COc1cc(CN2CCNC(=O)C2CC(=O)N2CCc3ccccc3C2)cc(OC)c1 (stereo not given)
  ?	-12%	6%	46%[activator]	-10%	-1%	-3%	23%	2%
13: O=C(NCc1ccc(Cl)cc1)c1cc2ccccn2n1
  19%	-14%	8%	-17%	-6%	-5%	-4%	45%	-3%
14: Cc1occc1-c1nnc(SCC(=O)NCCc2ccccc2)n1Cc1ccccc1
  -46%[59 µM]	7%	-9%	11%	?	13%	-7%	5%	-37%
15: O=C(NCC1(N2CCCCC2)CCCCC1)c1cccc(NS(=O)(=O)c2ccccc2)c1
  -33%	-9%	-15%	123%[activator]	-17%	-3%	nt	nt	14%
16: C=CCSc1ncccc1C(=O)NCc1ccc(C)cc1
  8%[0.501 µM]	-24%	-11%	25%	1%	-2%	-3%	14%	?
17: COCC(=O)OCC(=O)c1cc(C)n(-c2ccc(Br)cc2)c1C
  ?	-23%	-7%	55%[activator]	?	-7%	-1%	-19%	?
18: Cc1cc(C)n2c(SCc3ccccc3Cl)nnc2n1
  21%[59 µM]	-2%	-6%	-2%	0%	0%	1%	-29%	0%
19: CCc1ccccc1NC(=S)N1N=CCC1c1ccccc1 (stereo not given)
  40%	-22%	1%	88%[activator]	13%	-1%	-4%	8%	-3%
20: Cc1ccc(Nc2nc(NCC3CCCO3)nc(N)c2[N+](=O)[O-])cc1C (stereo not given)
  22%[59 µM]	-10%	3%	10%	-16%	0%	-1%	10%	2%
21: COc1cccc(C(C)NC(=O)C2CCCC2)c1 (stereo not given)
  -16%	-6%	-9%	18%	-13%	-5%	-1%	?	8%
22: C/C(Cl)=C\Cn1c(O)c(N=NC(N)=S)c2cc(Br)ccc21
  nt	?	-14%	22%	45µM*	9%	-8%	39%	10µM*
23: CC(NC(=O)C1CC2CCCC(C1)C2=O)c1ccccc1 (stereo not given)
  -4%[59 µM]	?	-8%	-5%	-7%[11.4 µM]	-1%	3%	-12%	6%
24: CCN(CC)C(=O)c1sc(N2C(=O)Nc3ccccc3N2O)c(C(=O)OC)c1C
  ?	-11%	-11%[60.1 µM]	-22%	-17%	-1%	-7%	3%	-1%
25: CCn1nnc2cc(C(=O)N3CCC(C(=O)OC)CC3)ccc21
  nt	-21%	-18%	96%[activator]	-19%	3%	nt	nt	nt
26: CCn1c2c(c(=O)n3ncc(C(=O)N4CCN(c5ccc(Cl)cc5)CC4)c13)CN(Cc1ccc(OC)cc1)CC2
  -6%[59 µM]	?	-5%[60.1 µM]	8%	-28%	nt	-14%	1%	-32%
27: CN1CCN(CC(=O)N2N=C(c3cccs3)CC2c2ccco2)CC1 (stereo not given)
  -18%[59 µM]	-6%	1%	-8%	-14%	13%	8%	19%	-35%
28: CCCCOc1ccc(N2C(=O)CC(NCCc3ccc(S(N)(=O)=O)cc3)C2=O)cc1 (stereo not given)
  14%[12.7 µM]	-14%	-24%	-9%	-17%	-11%	-7%	-23%	5%
29: CCOc1ccc(N(CC(=O)NC(C(C)C)C(C)C)S(=O)(=O)c2ccc(OC)c(OC)c2)cc1
  7%	-6%	-8%	-4%	-23%	-5%	-8%	-22%	-19%
30: COc1ccccc1NC(=O)C(C)N(C)CC(=O)Nc1cccc2ccccc12 (stereo not given)
  nt	-22%	-11%	55%[activator]	-18%	-5%	nt	nt	nt
31: CC(=O)Nc1ccc(S(=O)(=O)N2CCC(c3nc4c(nnn4Cc4ccccc4Cl)c(=O)[nH]3)CC2)cc1
  -6%	-8%	-2%	5%	-21%	-2%	-2%	40%	-6%
32: N#C/C(=C\c1ccccc1)C(=O)NC1CC1
  15%	0%	-11%	-21%	-3%	-2%	-2%	11%	10%
33: CCCNC(=S)N1CCC(C(=O)c2ccc(OC)cc2)CC1
  5%[59 µM]	-18%	-1%	7%	-11%	3%	-2%	3%	-4%
34: CCC(CC)c1nnc(NC(=O)c2cc(C(=O)OC)cc([N+](=O)[O-])c2)s1
  8.9µM*	3%	-4%	170%[activator]	-22%	-1%	0%	26%	-31%
35: COc1ccc(N(C)S(=O)(=O)c2cccc(C(=O)Nc3ccc(-n4cnnn4)cc3)c2)cc1
  -32%	-12%	1%	-7%	-33%	-2%	-5%	23%	-4%
36: CCN(C(=O)Cc1ccc(Br)cc1)C1CCCCC1
  ?	-22%	-10%	-20%	17%	3%	2%	3%	8%
37: CCCc1cc(=O)oc2cc(C)cc(OCC(=O)Nc3ccc(S(N)(=O)=O)cc3)c12
  -14%	5%	-14%	-14%	-4%	42%	-5%	0%	-10%
38: O=C1Cn2c(nc3ccccc32)-c2ccccc2N1
  ?	0%	-9%	12%	-12%	15%	0%	52%	2%
39: CN1CCN(c2ccccc2NC(=O)c2ccccc2F)CC1
  nt	-5%	-5%	-12%	-17%	1%	1%	5%	23%
40: COc1ccc2oc(C(=O)N(Cc3ccco3)Cc3cccs3)c(C)c2c1
  -33%	-6%	-6%	-64%	-1%	9%	nt	nt	-5%

# BAZ2B block, entries above that show a hit.
no.	SMILES	G9a inh	POLH inh	POLK inh	Pol iota inh	JMJD2A Tudor	BLM helicase inh	POLB inh	BAZ2B block
22	C/C(Cl)=C\Cn1c(O)c(N=NC(N)=S)c2cc(Br)ccc21	nt	?	-14%	22%	45µM*	-8%	39%	10µM*

# Record cards (already shown). Order of values: G9a inh, POLH inh, POLK inh, Pol iota inh, JMJD2A Tudor, APEX1 inh, BLM helicase inh, POLB inh, BAZ2B block
# Record of CCN(CC)C(=O)c1sc(N2C(=O)Nc3ccccc3N2O)c(C(=O)OC)c1C : ?, -11%, -11%[60.1 µM], -22%, -17%, -1%, -7%, 3%, -1%
# Record of CCn1c2c(c(=O)n3ncc(C(=O)N4CCN(c5ccc(Cl)cc5)CC4)c13)CN(Cc1ccc(OC)cc1)CC2 : -6%[59 µM], ?, -5%[60.1 µM], 8%, -28%, nt, -14%, 1%, -32%

# Look-ups from above:
# BAZ2B block with compound 27 reads -35%
# JMJD2A Tudor with compound 40 reads -1%
# Pol iota inh with compound 24 reads -22%
# G9a inh with compound 29 reads 7%
# POLB inh with compound 36 reads 3%

# The results go on.
# Values run as follows: G9a inh	POLH inh	POLK inh	Pol iota inh	JMJD2A Tudor	APEX1 inh	BLM helicase inh	POLB inh	BAZ2B block
41: COc1ccc(-c2cc(C(=O)Nc3ccc(S(=O)(=O)Nc4onc(C)c4C)cc3)c3ccccc3n2)cc1OC
  nt	?	3%	0%	-13%	19%	-8%	1%	?
42: Cc1cccc(CSc2nc(-c3cccs3)ccc2C#N)c1
  228%[activator][59 µM]	-20%	-24%	16%	120%[activator]	nt	-1%	-1%	116%[activator]
43: CC(C)CNC(=O)c1cc2nc3c(c(C(F)(F)F)n2n1)CCc1ccccc1-3
  26%	-10%	4%	-17%	-1%	0%	-2%	2%	8%
44: COc1cc(NC(=O)c2ccccc2)c(OC)cc1NC(=O)CSc1[nH]c(=O)cc(C)c1C#N
  -8%	-22%	2%	-4%	-10%	70%[activator]	-1%	?	0%
45: CCOc1ccc(C(=O)Nc2ccc(C(F)(F)F)n(C)c2=O)cc1
  17%	-12%	4%	34%[activator]	-19%	0%	-10%	-19%	3%
46: N#C/C(=C/c1ccc(C(=O)O)cc1)C(=O)NCc1ccccc1
  ?	-5%	-3%	?	-12%	0%	-4%	1%	-4%
47: Cc1ccccc1Cn1c(=O)n(CCCC(=O)NCc2ccco2)c(=O)c2ccccc21
  ?	-15%	-3%	12%	-24%[11.4 µM]	0%	-1%	-30%	0%
48: O=[N+]([O-])c1ccc([C@H](O)[C@H](CO)N=Cc2ccccc2O)cc1
  8.9µM*	-12%	5%	0%	-27%	13%	-1%	26%	-2%
49: O=C(NC(=O)c1ccc(F)cc1)Nc1ccc(-c2cc(C(F)(F)F)nn2-c2ccccc2)cc1
  -8%[59 µM]	nt	-1%	-19%	-12%	nt	-3%	-1%	?
50: CN1CCC(N(C)S(=O)(=O)c2ccc(NC(=O)COc3ccc(F)cc3)cc2)CC1
  11µM*	-1%	-23%	9%	-20%	26%	nt	nt	?
51: O=S(=O)(Cc1ccc(Cl)cc1)Nc1ccc2c(c1)OCO2
  -1%	-15%	-9%	30%	-34%	0%	-1%	-3%	-2%
52: Nc1nc(-c2ccc(-c3ccccc3)cc2)cs1
  45µM*	-20%	1%	14%	-23%	2%	-21%	-13%	-32%
53: COC(=O)C1=C(C)N(C)C(=O)/C1=C\c1ccco1
  -8%[59 µM]	-16%	-7%	3%	-22%	-2%	-2%	38%	?
54: CCOc1ccc(N2C(=O)C3Sc4[nH]c(=O)sc4C(c4ccc(OC)c(OC)c4)C3C2=O)cc1 (stereo not given)
  ?	-17%	-22%	7%	?	-2%	-1%	1%	?
